RNase H inhibition – RNase H inhibition, HIV 1 Gag Pol polyprotein, FRET biochemical assay, screening (AID 372) | one-dose inhibition, % at 10 µM; IC50 in µM for titrated hits | 100,000 compounds, 0.77% hits | HIV-1 RT RNase H, FRET RNA/DNA substrate fluorescence; higher % means a stronger effect; in the data active means inhibition above about 50%
The depositor's hits bear a star. Some of the compounds tested; count on the stated rates, not on these rows.

entry | structure | RNase H inhibition
1 | Cc1csc(/C(C#N)=C/c2ccccc2Cl)n1 | 15%
2 | O=S(NC1CCCCC1)C12CC3CC(CC(C3)C1)C2 (stereo not drawn) | 2%
3 | CCOc1cc(/C=N/Nc2nc3ccccc3c(=O)[nH]2)ccc1OCc1ccc([N+](=O)[O-])cc1 | 14%
4 | CC(C)(CO)NS(=O)(=O)c1ccc([N+](=O)[O-])cc1 | 0%
5 | Cc1ccc(C(=O)N/C(=C/C=C/c2ccccc2)C(=O)NC2CCCCC2)cc1 | 4%
6 | COc1cc(OC)c(OC)cc1CN1CCN(C(=O)c2cccs2)CC1 | 21%
7 | Cc1ccc(C(=O)NC(=S)Nc2ccc(C)cc2Br)cc1 | 13%
8 | COc1ccc(/C(N)=N/OC(=O)c2ccc(C(C)(C)C)cc2)cc1OC | 6%
9 | COc1cccc(OC)c1C(=O)Nc1ccccc1C | 0%
10 | O=C(CCN1C(=O)c2cccc3cccc(c23)C1=O)Nc1nc(-c2ccccc2)cs1 | 3%
11 | COc1cc(C=C2C(=O)NC(=O)NC2=O)cc(I)c1OCc1ccc(C(=O)O)cc1 | 9%
12 | O=C(Nc1ccc2oc(-c3ccc(Cl)cc3)nc2c1)c1ccccc1 | 12%
13 | Cc1ccc2nc(-c3cccc([N+](=O)[O-])c3)cc(C(=O)O)c2c1 | 5%
14 | Cn1c2c(c3cc(C4CCCCC4)ccc31)CCCC2=O | 5%
15 | CC1CCC(C(C)C)C(=O)/C1=C\c1ccc(N=Cc2ccccc2)cc1 (stereo not drawn) | 0%
16 | O=C(N/N=C/c1c[nH]c2ccccc12)c1cccnc1 | 10%
17 | CCCOC(=O)c1c(NC(=O)c2cccc(OCC)c2)sc2c1CCC2 | 2%
18 | CC(=O)C1=C(C)NC(SCC(=O)c2cc(Cl)ccc2Cl)=C(C#N)C1c1sccc1C (stereo not drawn) | 18%
19 | COc1ccc(CN2CCN(C(=O)c3ccccc3)CC2)c(OC)c1OC | 2%
20 | COc1ccc(OCCCOc2cccc(Cl)c2)cc1 | 16%
21 | CCOC(=O)N(CCCC(=O)OC)CP(C)(=O)OC(C)C (stereo not drawn) | 0%
22 | O=C(COc1ccc(Br)cc1Cl)Nc1ccccc1Cl | 31%
23 | Cc1cc(C(=O)Nc2ccc3oc(-c4ccc(Cl)c(Cl)c4)nc3c2)ccc1[N+](=O)[O-] | 15%
24 | COc1cccc2ccc(=O)n(C)c12 | 5%
25 | CCSCCOC(=O)C1=C(C)NC2=C(C(=O)CC(c3ccc(OC)cc3)C2)C1c1ccccc1OC (stereo not drawn) | 9%
26 | Cc1ccc(NC(=O)/C=C/c2ccccc2Cl)c(C)c1 | 7%
27 | CCC(C)(C)C1CCC2(CC1)NC(CO)(CO)CO2 (stereo not drawn) | 0%
28 | O=C(CSc1ccccc1C(=O)O)c1ccc(F)cc1 | 15%
29 | O=C1C=C(NCCc2c[nH]c3ccccc23)CC(c2ccccc2)C1 (stereo not drawn) | 5%
30 | C=CCN1C(=O)/C(=C\c2ccc(OS(=O)(=O)c3ccccc3)c(OCC)c2)SC1=S | 11%
31 | O=c1c(C=NC2CCCCCCC2)c(-c2ccccc2)[nH]n1-c1nc2ccccc2s1 | 12%
32 | CCOc1cccc(/C=C2/C(=O)NN(c3ccc(CC)cc3)C2=O)c1O | 9%
33 | COc1ccccc1OCCOCCOc1cccc(Oc2ccccc2)c1 | 44%
34 | COC(=O)CCN1C(=O)/C(=C\c2c(F)cccc2Cl)SC1=S | 4%
35 | CCOC(=O)C1=C(C)N=c2s/c(=C\c3ccc(-c4ccc(Cl)c(C(=O)O)c4)o3)c(=O)n2C1c1ccc(N(C)C)cc1 (stereo not drawn) | 4%
36 | CCCc1c(C)c2ccc(OCC(=O)OC)cc2oc1=O | 0%
37 | CCOc1ccc(S(=O)(=O)N(CC(=O)N2CCCC2)c2ccc(C)cc2)cc1 | 1%
38 | Cc1cc(C)cc(NC(=O)c2ccc(I)cc2)c1 | 0%
39 | COc1ccc(CC(=O)Nc2ccc(-c3ccc(NC(=O)Cc4ccc(OC)cc4)c(OC)c3)cc2OC)cc1 | 1%
40 | O=C(Nc1ccc2c(c1)OCO2)c1nn2c(c1Br)NC(c1cccs1)CC2C(F)(F)F (stereo not drawn) | 13%
41 | O=C(c1ccc([N+](=O)[O-])cc1Cl)N(Cc1ccccc1)c1ccccn1 | 4%
42 | CC(=O)c1cc(Br)c(C)c(Br)c1O | 33%
43 | COc1ccc(S(=O)(=O)N(Cc2ccccc2)c2ccccc2C(=O)Nc2ccc(Br)cc2)cc1 | 17%
44 | O=C(/C=C/c1ccccc1Cl)Nc1cccc(Br)c1 | 12%
45 | CCc1nnc(NC(=O)c2cc(Cl)c(OC)c(Cl)c2)s1 | 13%
46 | COC(=O)c1cc(C(=O)OC)cc(S(=O)(=O)O)c1 | 3%
47 | O=C(Nc1ccc(S(=O)(=O)N2CCCC2)cc1)c1ccc(-c2ccccc2)cc1 | 6%
48 | CCOC(=O)c1c(NC(=O)c2ccccc2OCC)sc(C)c1C | 7%
49 | CCOc1cc(C2NC(=O)NC(C)=C2C(=O)OC)cc([N+](=O)[O-])c1O (stereo not drawn) | 12%
50 | O=C1C=C/C(=N/S(=O)(=O)c2ccc(F)cc2)C=C1Br | 29%
51 | COc1ccc2c(c1OC)C(=O)OC2C/C(=N\Nc1ccc([N+](=O)[O-])cc1[N+](=O)[O-])c1ccc(F)cc1 (stereo not drawn) | 0%
52 | COCCN1C(=O)/C(=C/c2ccccc2F)SC1=S | 0%
53 | O=C(CN1CCCCCC1)N/N=C/c1cccs1 | 6%
54 | Cc1ccc(OCCCCNC(=O)C(O)(c2ccc(F)cc2)c2ccc(F)cc2)cc1 | 12%
55 | O=Cc1cc(Cl)c(OCc2ccc(F)cc2)c(Cl)c1 | 41%
56 | Cc1ccc(C(=O)/C=C/c2ccc(-c3ccc(Cl)c([N+](=O)[O-])c3)o2)cc1 | 13%
57 | COc1cnn(C2CCCCC2)c(=O)c1Cl | 0%
58 | Cc1oc(C(C)(C)C)cc1C(=O)Nc1cccc(O)c1 | 1%
59 | COc1ccc(OC)c(/C=C2/NC(=O)NC2=O)c1 | 10%
60 | O=C1CC(c2ccccc2)CC(O)=C1C=NCc1ccccc1 (stereo not drawn) | 10%

Arranged by molecular weight (smallest number first): 4 of the compounds above.
entry | structure | RNase H inhibition
36 | CCCc1c(C)c2ccc(OCC(=O)OC)cc2oc1=O | 0%
42 | CC(=O)c1cc(Br)c(C)c(Br)c1O | 33%
50 | O=C1C=C/C(=N/S(=O)(=O)c2ccc(F)cc2)C=C1Br | 29%
56 | Cc1ccc(C(=O)/C=C/c2ccc(-c3ccc(Cl)c([N+](=O)[O-])c3)o2)cc1 | 13%

Additional entries follow:
item	canonical_smiles	RNase H inhibition
61	Cc1ccc(S(=O)(=O)N(Cc2ccccc2)Cc2ccco2)cc1	3%
62	C/C(=N/NC(=O)c1sc2ccccc2c1Cl)c1ccc(N)cc1	7%
63	CSC1=N/C(=C\c2ccc(C(=O)O)cc2)C(=O)S1	14%
64	CCOC(=O)c1ccc(-c2ccc(/C=C3\C(=O)NC(=O)N(c4ccc5c(c4)OCO5)C3=O)o2)cc1	9%
65	CCOC(=O)C1=C(C)N=c2s/c(=C\c3ccc(Br)cc3)c(=O)n2C1c1ccc(SC)cc1 (stereo not drawn)	12%
66	O=C1/C(=C/c2cccs2)SC(=S)N1CCCC(=O)N(Cc1ccccc1)c1ccccc1	50%*
67	CC1=NCCN1S(=O)(=O)c1ccccc1[N+](=O)[O-]	13%
68	Cc1cc(-c2ccccc2)nc2cc(-c3ccc(Cl)cc3)nn12	13%
69	COc1cc(CC(=O)O)c([N+](=O)[O-])cc1OC	3%
70	Cc1cc(NC(=O)c2cccc([N+](=O)[O-])c2)no1	6%
71	CCOc1cc(/C=C2/SC(=S)NC2=O)ccc1OCc1ccc(Cl)c(Cl)c1	18%
72	CCOc1ccc(NC(=O)c2c(NC(=O)C(C)(C)C)sc3c2CCC3)cc1	9%
73	CCOC(=O)C1=C(O)/C(=C/c2cccs2)SC1=Nc1ccc(C)cc1	24%
74	Cc1ccc(Nc2ccc(C(=O)O)cc2[N+](=O)[O-])cc1	8%
75	Cc1ccc(OCCOCCN2CCC(C)CC2)c(Cl)c1	3%
76	COc1cc(N2Cc3ccc(OC)c(OC)c3C2=O)cc(OC)c1OC	0%
77	CCN1CCN(CC(=O)N/N=C/c2ccsc2)CC1	0%
78	CCOC(=O)c1c(NC(=O)c2cc(OC)c(OC)c(OC)c2)sc(C(N)=O)c1C	19%
79	COc1cccc(/C=N/NC(=O)c2ccc(N(C)C)cc2)c1O	1%
80	CCOc1ccc2ccccc2c1/C=N/NC(=O)C(O)c1ccccc1 (stereo not drawn)	15%
81	O=C(CSc1nc2ccc(N3C(=O)c4ccccc4C3=O)cc2s1)c1ccc([N+](=O)[O-])cc1	19%
82	COc1ccc(C(=O)NC(=S)Nc2cccnc2)cc1	12%
83	COc1cc(OC)c(OC)cc1CN1CCN(Cc2ccc(C)cc2C)CC1	6%
84	COc1ccc(C=NN2CCN(Cc3ccccc3Cl)CC2)c(OC)c1	6%
85	O=C(c1c(Cl)cccc1Cl)N1CCN(c2ccccc2)CC1	6%
86	Cc1cc(C)c(OCC(O)Cn2c(C)nc3ccccc32)c(C)c1 (stereo not drawn)	5%
87	C=CCOc1c(Br)cc(/C=c2\sc3n(c2=O)C(c2ccccc2)C(C(=O)OCC)=C(C)N=3)cc1OC (stereo not drawn)	2%
88	O=[N+]([O-])c1ccc(Cl)c(C=Nc2cccc3c(N=Cc4cc([N+](=O)[O-])ccc4Cl)cccc23)c1	9%
89	Cc1cc(C)cc(NC(=O)/C(C#N)=C/c2cn(CC(N)=O)c3ccccc23)c1	13%
90	Cc1cc(C)cc(NC(=O)c2cc(-c3ccc(Br)cc3)nc3ccccc23)c1	0%

Entries by screen from the entries so far.
Nos. 29 to 33 in RNase H inhibition, in turn: 5%, 11%, 12%, 9%, 44%

Going on with the list:
item	canonical_smiles	RNase H inhibition
91	Brc1ccccc1C=NN1CCN(C2c3ccccc3-c3ccccc32)CC1	4%
92	CS(=O)(=O)N(CC(=O)Nc1cccc(Br)c1)c1cccc(Cl)c1	11%
93	NC(=O)NC(c1ccccc1)c1ccccc1F (stereo not drawn)	5%
94	O=C(COc1cc(Cl)ccc1Cl)Nc1ccc2c(c1)OCCO2	8%
95	O=C1CC(c2ccc(O)cc2)c2ccc3ccccc3c2N1 (stereo not drawn)	18%
96	Cc1c(/C=N/c2ncc(Br)cc2Br)c(=O)n2c([nH]c3ccccc32)c1C#N	3%
97	Cc1ccc(-c2nc3ccccc3s2)cc1NC(=O)COc1ccc2ccccc2c1	5%
98	CCCCOC(=O)CCN1C(=O)/C(=C/c2ccccc2Cl)SC1=S	19%
99	Cc1ccc2nc(NC(=O)C3C4C=CC(C4)C3C(=O)O)sc2c1 (stereo not drawn)	15%
100	CC(C)(C)OC(=O)CC(O)(c1ccccc1)C(F)(F)F (stereo not drawn)	0%
101	O=C(Nc1ccc(F)cc1)c1ccco1	4%
102	O=C(O)c1ccc(N2C(=O)CC(N3CCN(c4ccccc4F)CC3)C2=O)cc1 (stereo not drawn)	0%
103	Cc1cc(C)cc(NC(=O)COc2cc(C)c(Cl)c(C)c2)c1	3%
104	O=C(CSc1nnc(-c2ccncc2)n1Cc1ccccc1)c1cccc([N+](=O)[O-])c1	12%
105	CCN(CC)S(=O)(=O)c1cc(OC)c(C)cc1C	2%
106	O=C(Nc1ccc2oc(-c3cccc(Cl)c3)nc2c1)c1ccccc1[N+](=O)[O-]	8%
107	CCOC(=O)c1ccc(NC(=O)C2CCCN2S(=O)(=O)c2ccc(C)cc2)cc1 (stereo not drawn)	0%
108	Cc1ccc(/C=N/NC(=O)CSc2nc3ccccc3[nH]2)o1	2%
109	Cc1cc(-c2ccccc2)c2nncn2n1	1%
110	Cc1occc1C(=O)Nc1ccccc1F	8%
111	Oc1c(Cl)cc(Cl)cc1C=Nc1ccc2ccccc2c1	3%
112	CC1(C)NC(=O)N(CC(O)COc2ccccc2[N+](=O)[O-])C1=O (stereo not drawn)	13%
113	Cc1ccc2c(Cl)c(C(=O)Nc3nncs3)sc2c1	0%
114	CCOCCOC(=O)C1=C(C)NC2=C(C(=O)CCC2)C1c1cc(Cl)c(O)c(OC)c1 (stereo not drawn)	5%
115	Cc1ccc(C(=O)O/N=C(\N)c2cccc([N+](=O)[O-])c2)c(Cl)c1	0%
116	CC(C)(C)c1ccc(-c2nn(CCC#N)cc2/C=N/O)cc1	15%
117	CN(C)c1ccc(/C=C2\C(=O)C(=O)c3ccccc32)cc1Br	22%
118	CCOC(=O)C1=C(C)OC(N)=C(C#N)C1c1ccccc1Cl (stereo not drawn)	28%
119	COc1cc(-c2noc(/C=C/c3ccccc3)n2)cc(OC)c1OC	16%
120	COc1ccc(-c2csc(/C(C#N)=C\c3ccc(OC)o3)n2)cc1	6%

Four entries from above, with each value named:
#111 Oc1c(Cl)cc(Cl)cc1C=Nc1ccc2ccccc2c1
  RNase H inhibition = 3%

#112 CC1(C)NC(=O)N(CC(O)COc2ccccc2[N+](=O)[O-])C1=O (stereo not drawn)
  RNase H inhibition = 13%

#113 Cc1ccc2c(Cl)c(C(=O)Nc3nncs3)sc2c1
  RNase H inhibition = 0%

#114 CCOCCOC(=O)C1=C(C)NC2=C(C(=O)CCC2)C1c1cc(Cl)c(O)c(OC)c1 (stereo not drawn)
  RNase H inhibition = 5%

(cont.)
item	canonical_smiles	RNase H inhibition
121	COc1ccccc1CNCc1cccc(Cl)c1	1%
122	Cc1cc2nn(-c3ccc(Cl)cc3)nc2cc1NC(=O)c1cccc(F)c1	3%
123	CCOC(=O)c1c(N)sc(C)c1-c1ccc(C(C)(C)C)cc1	8%
124	O=C(NCCCNc1ccc([N+](=O)[O-])cc1C(F)(F)F)c1ccc(Cl)cc1	14%
125	CN(C)c1ccnc2sc(C(=O)Nc3ccccc3)c(N)c12	1%
126	CCN1C(=O)/C(=C/c2cccc(OCCOc3ccc(OC)cc3)c2)SC1=S	14%
127	C=CCn1c(SCC(=O)N2CCN(CCO)CC2)nc2sc(C)c(C)c2c1=O	6%
128	COc1ccc(NC(=O)c2cc(-c3ccc(Br)cc3)nc3ccccc23)c(OC)c1	11%
129	O=[N+]([O-])c1ccccc1-c1nc(-c2ccccc2)c(-c2cccs2)[nH]1	10%
130	CCn1ccnc1C(O)c1cccc(OC)c1OC (stereo not drawn)	2%
131	COc1ccc(COC(=O)C2=C(C)NC3=C(C(=O)CC(C)(C)C3)C2c2ccc(C)o2)cc1 (stereo not drawn)	11%
